Screens from PubChem BioAssay.
NadD block: inhibitors of S. aureus NadD, primary screen, biochemical, colorimetric, uHTS. purified NadD enzyme, colorimetric absorbance read-out. Nicotinate-nucleotide adenylyltransferase NadD (Staphylococcus aureus N315). actives 0.78% (n = 360,000). AID 602399, 2012. inhibition, % at 20 µM; in the data active means inhibition above about 26%; further: some compounds past the cut are filed as inactive
Neddyl block: inhibitors of cullin neddylation, primary screen, biochemical, TR-FRET, uHTS, NAE and Ubc12. NEDD8-conjugating enzyme Ubc12 (Homo sapiens) + NEDD8-activating enzyme E1 regulatory …. calls only at 25 µM. actives 0.58% (n = 360,000). AID 651699, 2012; in the data active means inhibition above about 36%
SUMO1-SIM PPI: modulators of SUMO1 protein-protein interactions, primary screen, biochemical, uHTS. inhibition, % at 20 µM. actives 0.33% (n = 360,000). SUMO1 binding to a labelled peptide, TR-FRET, 1 h. Small ubiquitin-related modifier 1 (Homo sapiens), P63165; in the data active means inhibition above about 37%
STEP inh: STEP phosphatase inhibitors, primary screen, biochemical, fluorescence intensity, uHTS. inhibition, % at 20 µM. Tyrosine-protein phosphatase non-receptor type 5 (Homo sapiens), P54829. recombinant STEP, OMFP fluorogenic substrate. actives 0.25% (n = 360,000);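 active means inhibition at 20 µM, scaled per plate between control wells, above about 37%, limit read from the data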;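 further: 0% = DMSO with enzyme and substrate and 100% = substrate only without enzyme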
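Material: STEP (striatal-enriched tyrosine phosphatase) enzyme, cell-free | Medium: 50 mM Bis-Tris pH 6.0 with 2.5 mM DTT and 0.005% Tween 20 | Read-out: Percent inhibition scaled to no-enzyme and uninhibited-enzyme controls, plate-pattern corrected | Signal: Fluorescence read at 480 nm ex / 540 nm em | Times: 20 min reaction, room temperature, in the dark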
TbMetRS inhib: T. brucei MetRS inhibitors, primary screen, biochemical, luminescence | methionyl-tRNA synthetase (Trypanosoma brucei brucei) | purified T. brucei MetRS, ATP depletion, Kinase-Glo luminescence | inhibition, % at 11.9 µM | actives 0.4% (n = 360,000);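 active means inhibition above a per-plate cutoff of the control wells' mean inhibition plus 3 SD, cut at about 5.5% in these data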;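 further: 0% = DMSO wells median and 100% = median of wells with control inhibitor compound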
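Test system – parasite MetRS enzyme · Reagent – substrates ATP, L-methionine and bulk Escherichia coli tRNA · Doses – 11.9 µM compound single dose, 0.9% DMSO · Times – 15 min enzyme-compound preincubation, 2 h reaction, 10 min detection, 25 °C · Signal – Kinase-Glo luminescence, ATP depletion format · Controls – DMSO-only wells as low control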
CendR NRP1 mod: modulators of CendR peptide binding to NRP-1, primary screen, biochemical, fluorescence polarization, uHTS; Neuropilin-1 (Homo sapiens), O14786; FAM-RPARPAR peptide binding to NRP-1; inhibition, % at 25 µM; actives 0.85% (n = 360,000); AID 602438, 2012;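 active means inhibition or corrected inhibition above about 18%, plus a signal ratio from 0.5 to 1.5, limit read from the data, passing the limit was not always enough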; further: strong numbers were not always called active
Scp-1 inhibitor: Scp-1 phosphatase inhibitors, primary screen, biochemical, colorimetric, uHTS | Recombinant Scp1, phosphopeptide, malachite green phosphate absorbance | inhibition, % at 20 µM | actives 0.88% (n = 340,000);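 active means inhibition above about 50% at 20 µM, limit read from the data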;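 further: plate controls were DMSO wells with enzyme for no effect and wells lacking enzyme for full effect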
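Times: enzyme reaction 45 min at room temperature, colour 5 min, stabilisation 30 min. Material: SCP-1 catalytic fragment, aa 76-261. Medium: Acidic Tris acetate buffer with magnesium and detergent. Signal: colorimetric free-phosphate detection, absorbance 630 nm. Read-out basis: % inhibition of SCP-1 phosphate liberation. Reagent: Phosphorylated 17-residue peptide substrate.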
LMPTP inh: LMPTP phosphatase inhibitors, primary screen, biochemical, fluorescence intensity, uHTS; AID 651560, 2012; actives 0.22% (n = 360,000); Low molecular weight phosphotyrosine protein phosphatase (Homo sapiens), P24666; recombinant LMPTP-A, OMFP fluorogenic substrate; inhibition, % at 20 µM;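 active means compounds that cut the enzyme signal by at least half of the control window in the single-dose screen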;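 further: plate controls were DMSO wells with enzyme plus substrate for no effect and substrate without enzyme for full effect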
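Test system: LMPTP-A, protein tyrosine phosphatase of low molecular weight; Input: 0.625 nM enzyme; Incubation: 50 min dark incubation at room temperature; Signal: endpoint fluorescence intensity from OMFP dephosphorylation; Read-out basis: % inhibition versus control wells.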
DNMT1 inh: human DNMT1 methyltransferase inhibitors, primary screen, biochemical, molecular beacon, fluorescence, HinP1I cleavage, uHTS; DNA (cytosine-5)-methyltransferase 1 (Homo sapiens), P26358; inhibition (reported as % activation of signal), % at 10 µM; actives 0.83% (n = 360,000); AID 588458, 2011; in the data active means inhibition above about 50%
Target sequence (P26358 504-1616 limits assumed): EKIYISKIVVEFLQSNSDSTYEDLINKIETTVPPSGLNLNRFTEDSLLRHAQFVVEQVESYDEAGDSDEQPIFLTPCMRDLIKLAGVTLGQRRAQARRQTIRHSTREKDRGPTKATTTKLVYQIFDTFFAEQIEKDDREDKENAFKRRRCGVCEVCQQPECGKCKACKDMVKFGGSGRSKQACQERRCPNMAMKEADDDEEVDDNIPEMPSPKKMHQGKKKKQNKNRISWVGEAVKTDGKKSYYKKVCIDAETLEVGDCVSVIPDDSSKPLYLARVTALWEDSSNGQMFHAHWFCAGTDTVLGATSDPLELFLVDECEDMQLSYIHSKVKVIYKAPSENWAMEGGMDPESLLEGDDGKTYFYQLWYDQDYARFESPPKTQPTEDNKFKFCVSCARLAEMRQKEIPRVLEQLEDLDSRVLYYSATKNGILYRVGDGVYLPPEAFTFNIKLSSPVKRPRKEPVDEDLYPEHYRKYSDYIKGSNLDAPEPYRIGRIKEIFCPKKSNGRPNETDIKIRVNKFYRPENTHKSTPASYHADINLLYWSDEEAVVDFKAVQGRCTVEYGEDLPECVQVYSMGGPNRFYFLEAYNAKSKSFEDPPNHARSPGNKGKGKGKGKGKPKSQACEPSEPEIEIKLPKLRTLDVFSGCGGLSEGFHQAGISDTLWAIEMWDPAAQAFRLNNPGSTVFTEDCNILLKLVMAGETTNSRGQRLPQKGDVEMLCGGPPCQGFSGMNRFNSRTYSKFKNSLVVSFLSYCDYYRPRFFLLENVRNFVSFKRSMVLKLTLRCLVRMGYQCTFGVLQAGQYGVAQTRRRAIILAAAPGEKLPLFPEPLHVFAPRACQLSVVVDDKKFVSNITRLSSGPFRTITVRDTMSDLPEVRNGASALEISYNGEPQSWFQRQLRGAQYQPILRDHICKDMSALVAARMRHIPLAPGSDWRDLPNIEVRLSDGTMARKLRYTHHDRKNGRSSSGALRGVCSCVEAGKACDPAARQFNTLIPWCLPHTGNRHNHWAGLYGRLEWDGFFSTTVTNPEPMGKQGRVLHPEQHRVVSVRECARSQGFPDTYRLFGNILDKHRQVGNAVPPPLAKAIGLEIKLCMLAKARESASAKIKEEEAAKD
SKN-1 block: suppressors of acrylamide-induced Pgst-4::GFP reporter in worms, primary screen, SKN-1 inhibitor project, whole organism, uHTS, GFP/RFP fluorescence ratio, strain VP596; C. elegans VP596 Pgst-4::GFP/RFP ratio, 24 h; inhibition, % at 21.8 µM; actives 0.49% (n = 360,000); AID 624304, 2012;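 active means interference check ratio from 0.5 to 1.5 plus GFP to RFP signal ratio inhibition reaching or exceeding a fixed threshold, cut at about 30% in these data, passing the limit was not always enough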; further: some compounds called inactive have numbers as strong as hits
The depositor's hits bear a star; i = inactive; x = no result given.

1: COc1ccc(Cl)cc1NC(=O)CCCC(=O)c1ccccc1
2: COc1cc(C(=O)NCc2nnc(SCC(=O)NC3CCCC3)o2)cc(OC)c1OC
3: CCn1c(COc2cccc(C)c2)nnc1SCC(=O)Nc1cccc(C(=O)O)c1
4: COc1ccc(/C=C/c2cc(=O)c3cc(Cl)ccc3o2)cc1
5: O=C1NC(=O)/C(=C\c2ccc(O)cc2O)S1
6: Cc1ccc2c(c1)C(=O)C(=O)N2Cc1ccc(C(F)(F)F)cc1

Screen / compound no. | 1 | 2 | 3 | 4 | 5 | 6
DNMT1 inh | -3 | 2 | 2 | -5 | 32 | 12
CendR NRP1 mod | -2 | 3 | 1 | -47 | -28 | -2
SKN-1 block | -8 | 3 | -23 | 13 | -7 | -8
NadD block | -6 | -5 | 2 | 0 | -2 | -1
STEP inh | -1 | 0 | 2 | 0 | 1 | -1
TbMetRS inhib | -0.6 | -0.4 | 1.0 | -0.8 | 0.4 | -0.5
LMPTP inh | -0.3 | -0.5 | -0.6 | 5.0 | 32 | 3.6
Scp-1 inhibitor | -8 | 22 | 12 | -2 | 53* | 1
Neddyl block | i | i | i | x | i | i
SUMO1-SIM PPI | 14 | 0 | 0 | -14 | 10 | -22

7: O=C1/C(=C/N(C(=O)c2ccco2)c2ccc(Br)cc2)Sc2ccccc21
8: Cc1cc(C(=O)CCl)c(C)n1CCc1ccc(F)cc1
9: COc1ccc(-c2oc3ncnc(NCCCN(C)C)c3c2-c2ccc(OC)cc2)cc1
10: CC(C)c1ccc(N(CC(=O)Nc2ccc(S(=O)(=O)N3CCOCC3)cc2)S(C)(=O)=O)cc1
11: O=c1ccc(Cl)n[nH]1
12: C=CCNC(=S)N1CCC(C(=O)c2ccc(F)cc2)CC1

Screen / compound no. | 7 | 8 | 9 | 10 | 11 | 12
DNMT1 inh | 5 | 16 | 1 | -4 | 3 | 1
CendR NRP1 mod | -88 | 4 | 10 | 1 | -17 | -11
SKN-1 block | 38* | 1 | -1 | 40* | 4 | -2
NadD block | 8 | -2 | -5 | -5 | -8 | -4
STEP inh | 1 | 3 | -1 | 0 | -3 | 2
TbMetRS inhib | -0.5 | -0.5 | 0.8 | 0.2 | -0.4 | 0.3
LMPTP inh | 1.6 | 0.7 | -3.1 | 0.5 | -1.9 | -1.2
Scp-1 inhibitor | -3 | -6 | -1 | -16 | -10 | -5
Neddyl block | i | i | x | i | i | i
SUMO1-SIM PPI | -14 | 4 | -51 | 0 | -1 | -3

13: COc1ccccc1NS(=O)(=O)c1ccc(-c2cc(C)no2)s1
14: CC(=O)Nc1ccc(NC(=O)C2CCCCC2C(=O)O)cc1 (stereo unspecified)
15: Cc1ccc(NC(=O)C2(NC(=O)c3cccc(N4C(=O)CSC4c4ccccc4)c3)CCCCC2)cc1 (stereo unspecified)
16: C=CCn1c(SCC(=O)NCC(c2ccccc2)N(C)C)nnc1C1CCCCC1 (stereo unspecified)
17: COCC1CCCCN1C(=O)c1cc(COc2ccc3ncccc3c2)on1 (stereo unspecified)
18: COc1ccc(CC(N)c2csc(NC(=O)c3cc(C(C)(C)C)oc3C)n2)cc1 (stereo unspecified)

Screen / compound no. | 13 | 14 | 15 | 16 | 17 | 18
DNMT1 inh | -3 | -1 | -4 | -1 | -2 | -19
CendR NRP1 mod | 0 | 12 | 3 | 3 | 10 | 4
SKN-1 block | -5 | 1 | 6 | 11 | 4 | 4
NadD block | -14 | -2 | 26 | 6 | -1 | 33*
STEP inh | -5 | -4 | 1 | -1 | -1 | 1
TbMetRS inhib | 0.5 | 0.3 | -0.7 | -0.5 | 0.0 | -0.5
LMPTP inh | 0.8 | -1.0 | -0.2 | -9.2 | 1.8 | -1.2
Scp-1 inhibitor | -11 | -11 | -3 | 0 | -7 | x
Neddyl block | i | i | i | i | i | i
SUMO1-SIM PPI | -18 | 2 | 3 | -16 | -2 | -128

19: COc1cc(-c2nnn(CC#N)n2)ccc1OCc1ccccc1
20: Cc1ccc(C(=O)N/N=C2/NC(=O)CC(C(=O)Nc3ccccc3)S2)cc1 (stereo unspecified)
21: Cc1ccsc1C(=O)N1CCN(C(=O)c2ccco2)CC1
22: O=C(Nc1nc2nccc(-c3ccccc3)n2n1)C(Cl)(Cl)Cl
23: c1ccc(-c2ccncn2)cc1
24: Cc1cc(=O)oc2cc(OCC(=O)Nc3ccc(CN4CCOCC4)cc3)c(Cl)cc12
25: COc1ccc(C(O)c2nc(-c3cccc(F)c3)cs2)cc1 (stereo unspecified)

Screen / compound no. | 19 | 20 | 21 | 22 | 23 | 24 | 25
DNMT1 inh | -5 | 4 | 3 | 3 | -1 | 5 | 3
CendR NRP1 mod | -1 | 1 | 3 | 1 | 5 | 3 | 12
SKN-1 block | 8 | -8 | 9 | 3 | -5 | -4 | -1
NadD block | -11 | 11 | -2 | -1 | 1 | -5 | -7
STEP inh | 0 | 0 | 0 | -4 | -3 | -2 | 0
TbMetRS inhib | -1.0 | -1.3 | -0.3 | 0.3 | 0.0 | 0.2 | -0.2
LMPTP inh | 1.0 | -1.2 | -1.5 | -2.2 | 0.7 | 12 | -1.3
Scp-1 inhibitor | 10 | -7 | 2 | -3 | -10 | -3 | x
Neddyl block | i | i | i | i | i | i | i
SUMO1-SIM PPI | 3 | 2 | 1 | 2 | 4 | 4 | 0

As a short view, 5 of the compounds above:
18: COc1ccc(CC(N)c2csc(NC(=O)c3cc(C(C)(C)C)oc3C)n2)cc1 (stereo unspecified)
19: COc1cc(-c2nnn(CC#N)n2)ccc1OCc1ccccc1
20: Cc1ccc(C(=O)N/N=C2/NC(=O)CC(C(=O)Nc3ccccc3)S2)cc1 (stereo unspecified)
21: Cc1ccsc1C(=O)N1CCN(C(=O)c2ccco2)CC1
22: O=C(Nc1nc2nccc(-c3ccccc3)n2n1)C(Cl)(Cl)Cl

Screen / compound no. | 18 | 19 | 20 | 21 | 22
DNMT1 inh | -19 | -5 | 4 | 3 | 3
CendR NRP1 mod | 4 | -1 | 1 | 3 | 1
SKN-1 block | 4 | 8 | -8 | 9 | 3
NadD block | 33* | -11 | 11 | -2 | -1
STEP inh | 1 | 0 | 0 | 0 | -4
TbMetRS inhib | -0.5 | -1.0 | -1.3 | -0.3 | 0.3
LMPTP inh | -1.2 | 1.0 | -1.2 | -1.5 | -2.2
Scp-1 inhibitor | x | 10 | -7 | 2 | -3
Neddyl block | i | i | i | i | i
SUMO1-SIM PPI | -128 | 3 | 2 | 1 | 2

This is a random part of the collection; about 4.6% have a hit in one of these screens.
